BLM inh = blocks DNA unwinding by human BLM helicase; P54132; recombinant BLM DNA unwinding, fluorescence dequenching; Potency, µM (top dose mostly 56.1 µM), inactives show at the top dose activity change, negative = inhibition, hits mostly inhibitors; 350,000 compounds, 0.2% hits; AID 2528;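 note: plate controls were vehicle for no effect and no enzyme for full effect; nearly all actives have a fitted effect of over 35% in size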
Target sequence (P54132 whole entry, looked up): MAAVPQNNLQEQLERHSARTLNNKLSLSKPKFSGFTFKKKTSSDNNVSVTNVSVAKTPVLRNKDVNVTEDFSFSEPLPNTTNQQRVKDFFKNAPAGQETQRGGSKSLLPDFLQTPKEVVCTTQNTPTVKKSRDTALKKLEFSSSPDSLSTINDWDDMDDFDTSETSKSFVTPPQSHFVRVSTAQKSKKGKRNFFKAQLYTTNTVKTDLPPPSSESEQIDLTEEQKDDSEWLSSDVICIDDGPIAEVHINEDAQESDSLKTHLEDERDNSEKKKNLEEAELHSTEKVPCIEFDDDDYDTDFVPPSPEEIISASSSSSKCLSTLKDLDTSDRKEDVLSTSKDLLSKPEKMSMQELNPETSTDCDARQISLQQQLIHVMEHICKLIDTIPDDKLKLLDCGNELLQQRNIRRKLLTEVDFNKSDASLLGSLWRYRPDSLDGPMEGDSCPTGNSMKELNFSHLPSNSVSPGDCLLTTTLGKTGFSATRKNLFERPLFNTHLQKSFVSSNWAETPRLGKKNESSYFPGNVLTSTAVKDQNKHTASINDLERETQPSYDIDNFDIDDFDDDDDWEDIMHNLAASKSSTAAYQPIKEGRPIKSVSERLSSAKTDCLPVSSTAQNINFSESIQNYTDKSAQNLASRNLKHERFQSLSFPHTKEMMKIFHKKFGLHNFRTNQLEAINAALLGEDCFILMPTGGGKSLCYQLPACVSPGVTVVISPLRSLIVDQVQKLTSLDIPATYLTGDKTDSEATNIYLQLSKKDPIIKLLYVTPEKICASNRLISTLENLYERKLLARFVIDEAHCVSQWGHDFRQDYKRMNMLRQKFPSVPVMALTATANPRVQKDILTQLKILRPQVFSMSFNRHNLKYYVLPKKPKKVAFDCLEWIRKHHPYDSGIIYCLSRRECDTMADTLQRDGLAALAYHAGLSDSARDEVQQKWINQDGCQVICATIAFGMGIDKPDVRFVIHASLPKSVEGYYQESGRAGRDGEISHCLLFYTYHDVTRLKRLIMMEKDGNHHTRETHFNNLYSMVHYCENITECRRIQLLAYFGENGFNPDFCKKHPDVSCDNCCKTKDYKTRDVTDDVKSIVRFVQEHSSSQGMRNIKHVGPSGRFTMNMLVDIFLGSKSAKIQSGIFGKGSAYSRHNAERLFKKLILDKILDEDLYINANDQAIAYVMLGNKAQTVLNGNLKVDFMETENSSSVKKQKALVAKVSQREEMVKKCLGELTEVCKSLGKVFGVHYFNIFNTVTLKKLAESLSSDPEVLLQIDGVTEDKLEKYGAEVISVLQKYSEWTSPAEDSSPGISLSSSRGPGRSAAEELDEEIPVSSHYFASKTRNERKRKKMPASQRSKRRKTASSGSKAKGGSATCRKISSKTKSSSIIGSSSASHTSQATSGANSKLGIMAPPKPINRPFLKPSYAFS
Apoferritin bind = binds horse apoferritin like a general anesthetic; Potency, µM (titrated, usually from 77.5 µM), inactives show at the highest dose activity change, negative = displacement, most hits filed as inhibitors; 350,000 compounds, 0.074% hits; P02791; apoferritin/1-aminoanthracene competitive binding, fluorescence; note: nearly all actives have a fitted effect of over 20% in size
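10 uM apoferritin + 50% sat. 1-AMA, PBS; cpd 10 min RT; Ex380/Em535 endpoint; normalized to free probe vs complex; 4-param Hill fit; propofol titration as pos. ctrl.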
APE1 inh = inhibitors of human APE1 endonuclease; recombinant APE1, TAMRA/BHQ-2 abasic DNA cleavage fluorescence; Potency, µM (titrated, usually from 65.8 µM), inactives show at the top dose activity change, negative = inhibition, most hits filed as inhibitors; 350,000 compounds, 0.35% hits; AID 2517; P27695;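 note: plate controls were vehicle for no effect and reference inhibitor for full effect; nearly all actives have a fitted effect of over 55% in size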
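Compound pre-exposure to 0.75 nM APE1, 15 min at ambient temperature. Reaction initiated with 50 nM TAMRA/BHQ-2 THF substrate, read immediately in kinetic mode, 525 nm excitation, 598 nm emission.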
The depositor's hits bear a star; ? = inconclusive; & = joins results of further samples; [ ] = remark or other dose. Calls come from the whole dose curve; as a rule, active = well fitted curve in the direction sought with a large enough effect; inconclusive = small, poorly fitted or top-dose-only effect, or another doubt; inactive = no such curve, though single readings can be large; an effect the other way counts as inactive or inconclusive. Unless noted, % is set by controls: 0 for no effect and ±100 for the full control effect; potency is the fitted concentration of half-maximal effect. Some of the compounds tested, so the mix of outcomes need not match the whole.

smiles	BLM inh	Apoferritin bind	APE1 inh
CCOC(=O)N/N=C1/C[C@@H](O)[C@@H](O)[C@@H]2[C@@H]3C(=O)N(c4cccc(Oc5ccccc5)c4)C(=O)[C@H]3CC[C@@H]12	-0.8%[12.4 µM]	-4.8%[15.3 µM]	10.5%[12.4 µM]
COC(=O)C/C=C\[C@@H](C)[C@@H](/C=N\OC[C@@H](O)COCc1ccco1)OC	-0.2%[12.4 µM]	5.2%[15.3 µM]	-1.6%[12.4 µM]
CO[C@H]1COC(=O)[C@@H](C)COC(=O)[C@@H](Cc2ccccc2)NC(=O)C/C=C\[C@H]1C	7.0%[12.4 µM]	6.2%[15.3 µM]	14.3%[12.4 µM]
COc1ccc(OC)c(-c2nnc3n2N=C(c2ccccc2OC)CS3)c1	-3.4%	-23.4%	-0.7%
Cc1csc(CNc2ncnc3ccc(-c4c(C)noc4C)cc23)c1	1.3%	-7.5%	-4.5%
CO[C@H]1COC(=O)C/C=C\[C@@H](C)[C@H](OC)COC(=O)CCC[C@@H]1C	0.0%[12.4 µM]	3.8%[15.3 µM]	?
COc1ccc(-c2nc3c(c4c2CC(C)OC4)CN(CCC(C)C)CC3)cc1 (stereo not given)	-3.3%[12.4 µM]	2.3%[15.3 µM]	17.2%[12.4 µM]
Cc1ccc(S(=O)(=O)N(C)c2cccc3cccnc23)cc1	1.2%	-1.2%	5.8%
CC(=O)OCC1OC(C#CCC2CCCCC2)C=CC1OC(C)=O (stereo not given)	-5.1%[12.4 µM]	-2.4%[15.3 µM]	-11.9%[12.4 µM]
COC(=O)NC(CC(C)=O)c1cccc(C)c1 (stereo not given)	-0.7%[12.4 µM]	6.2%[15.3 µM]	1.4%[12.4 µM]
COc1ccc(C2=Nn3c(nnc3-c3ccc(OC)c(OC)c3)SC2)cc1	1.5%	-13.8%	-14.1%
CO/N=C1/[C@H]2O[C@@H]2[C@@H](O)[C@H]2[C@H]1CCn1c(=O)n(-c3ccccc3)c(=O)n12	1.8%[12.4 µM]	-1.6%[15.3 µM]	8.5%[12.4 µM]
CCCNC(=O)OC[C@@H]1O[C@H](CCON=C(C)C)C=C[C@@H]1Oc1ccc(OC)cc1	2.1%[12.4 µM]	-12.9%[15.3 µM]	-5.2%[12.4 µM]
CO[C@@H]1COC(=O)[C@@H](CCSC)NC(=O)C/C=C\[C@@H](C)COC(=O)[C@H](C)NC(=O)C/C=C\[C@H]1C	-0.6%[12.4 µM]	-10.8%[15.3 µM]	-14.6%[12.4 µM]
C#CCCCO/N=C1/C[C@@H](O)[C@@H](O)[C@@H]2[C@@H]3C(=O)N(C(C)(C)C)C(=O)[C@H]3CC[C@H]12	-11.7%[12.4 µM]	3.4%[15.3 µM]	11.5%[12.4 µM]
CO[C@H]1COC(=O)C/C=C\[C@@H](C)COC(=O)[C@@H](CCSC)NC(=O)C/C=C\[C@@H]1C	-1.4%&-6.6%[12.4 µM]	-4.7%&2.8%[15.3 µM]	?
O=C1C[C@@H](O)[C@@H](O)[C@H]2[C@@H]3C(=O)N(C[C@@H]4CCCO4)C(=O)[C@@H]3CC[C@H]12	0.7%&0.5%[12.4 µM]	1.2%&5.2%[15.3 µM]	-11.6%&14.8%[12.4 µM]
COC(=O)C/C=C\[C@@H](C)[C@@H](/C=N\O[C@@H](C)c1cn([C@H]2COC[C@H]2O)nn1)NS(=O)(=O)c1ccc(C)cc1	4.3%[12.4 µM]	3.3%[15.3 µM]	2.1%[12.4 µM]
COc1ccc(COC(=O)N/N=C2/C[C@@H](O)[C@@H](O)[C@@H]3[C@H]4C(=O)N(c5ccc(F)cc5F)C(=O)[C@@H]4CC[C@H]23)cc1	-5.2%[12.4 µM]	-0.4%[15.3 µM]	?
C=CC[C@@H]1C=C[C@H](Oc2ccc(C)cc2)[C@H](COC(=O)NCc2cccc3ccccc23)O1	-2.5%[12.4 µM]	-0.6%[15.3 µM]	-8.3%[12.4 µM]

The results go on.
smiles	BLM inh	Apoferritin bind	APE1 inh
CCOC(=O)CCN1C(=O)[C@H]2[C@H]3[C@H](O)[C@H](O)C/C(=N/OCC(C)C)[C@H]3CC[C@@H]2C1=O	-1.4%[12.4 µM]	-8.8%[15.3 µM]	?
COCCN(CCOC)c1nc(C)nc2c1nc(-c1ccccc1)n2CCCN1CCCCC1C (stereo not given)	5.0%	-11.6%	-3.2%
CC(C)(C)N1C(=O)[C@H]2[C@H]3[C@H](O)[C@H](O)C/C(=N/NC(=O)OCc4ccccc4)[C@@H]3CC[C@@H]2C1=O	-0.2%[12.4 µM]	-1.2%[15.3 µM]	?
Cc1ccc(S(=O)(=O)Nc2cccc3ccc[n+](C)c23)cc1	-6.9%	-7.5%	0.3%
COc1cccc(OC)c1C1=Nn2c(nnc2-c2ccccc2C)SC1	5.4%	-8.0%	-0.5%
COC(=O)[C@@]1(Cc2ccccc2)[C@H]2c3cc(C(=O)N(C)C)n(Cc4ccccc4)c3C[C@H]2CN1C(=O)c1ccccc1	-16.6%	-14.3%	-8.9%
COCCNC(=O)C1(CC(C)C)C=CCN1C(=O)OC (stereo not given)	-2.5%	0.1%	-4.2%
COc1ccc(C2=Nn3c(nnc3-c3cccc(OC)c3OC)SC2)cc1	0.6%	-15.9%	-3.9%
COC(=O)C/C=C\[C@@H](C)[C@@H](/C=N\O[C@@H](C)CN1CCCCc2nc(C)c(C)cc21)NS(=O)(=O)c1ccc(C)cc1	-4.2%[12.4 µM]	-6.2%[15.3 µM]	4.9%[12.4 µM]
CCc1cccc2nc3c(c([Si](C)(C)C)c12)Cn1c-3cccc1=O	-7.9%	244.9%[activator]	-2.5%
CC(C)=NO[C@@H](C)c1cn([C@@H]2COC[C@@H]2O)nn1	4.6%[12.4 µM]	-10.4%[15.3 µM]	-4.4%[12.4 µM]
CCCCc1c2ccccc2nc2[nH]c3ccccc3c12	-3.4%	-8.1%	-2.6%
CCOC(=O)N/N=C1/C[C@@H](O)[C@@H](O)[C@@H]2[C@@H]3C(=O)N(C4CCCCC4)C(=O)[C@H]3CC[C@H]12	0.5%[12.4 µM]	0.1%[15.3 µM]	?
CO[C@@H]1COC(=O)[C@H](COCc2ccccc2)NC(=O)C/C=C\[C@@H](C)[C@H](OC)COC(=O)[C@H](COCc2ccccc2)NC(=O)C/C=C\[C@H]1C	-0.8%[12.4 µM]	2.6%[15.3 µM]	?
CC(C)=NOCc1ccc(-c2cc(-c3ccccc3)no2)cc1	3.3%[12.4 µM]	-4.9%[15.3 µM]	26.8%[12.4 µM]
CNC1=C(Cl)C(=O)c2ccncc2C1=O	17.8µM*	-14.0%	?
COc1ccc(C2=Nn3c(nnc3-c3ccc(OC)cc3OC)SC2)c(OC)c1	1.0%	-22.1%	2.2%
C/C=C/OC(=O)NC(c1ccccc1)[C@]1(C(C)=O)CCOC1=O (stereo not given in full)	5.8%[12.4 µM]	-9.1%[15.3 µM]	10.5%[12.4 µM]
CCCn1c(-c2ccc(F)cc2)nc2c(N3CCC(N(C)C)C3)nc(C)nc21 (stereo not given)	5.3%	-10.6%	-0.8%
COC(=O)[C@H]1C[C@@H]1[C@H](NS(=O)(=O)c1ccc(-c2ccccc2)cc1)c1ccccc1	-8.7%	34.1%[activator]	-5.0%

Random excerpt: four records from the list
smiles	BLM inh	Apoferritin bind	APE1 inh
COc1cccc(OC)c1C1=Nn2c(nnc2-c2ccccc2C)SC1	5.4%	-8.0%	-0.5%
COC(=O)[C@@]1(Cc2ccccc2)[C@H]2c3cc(C(=O)N(C)C)n(Cc4ccccc4)c3C[C@H]2CN1C(=O)c1ccccc1	-16.6%	-14.3%	-8.9%
CCCn1c(-c2ccc(F)cc2)nc2c(N3CCC(N(C)C)C3)nc(C)nc21 (stereo not given)	5.3%	-10.6%	-0.8%
COC(=O)C/C=C\[C@@H](C)[C@@H](/C=N\O[C@@H](C)CN1CCCCc2nc(C)c(C)cc21)NS(=O)(=O)c1ccc(C)cc1	-4.2%[12.4 µM]	-6.2%[15.3 µM]	4.9%[12.4 µM]

The listing picks up; the 4 compounds before the break are reprinted first.
smiles	BLM inh	Apoferritin bind	APE1 inh
COc1ccc(C2=Nn3c(nnc3-c3ccc(OC)cc3OC)SC2)c(OC)c1	1.0%	-22.1%	2.2%
C/C=C/OC(=O)NC(c1ccccc1)[C@]1(C(C)=O)CCOC1=O (stereo not given in full)	5.8%[12.4 µM]	-9.1%[15.3 µM]	10.5%[12.4 µM]
CCCn1c(-c2ccc(F)cc2)nc2c(N3CCC(N(C)C)C3)nc(C)nc21 (stereo not given)	5.3%	-10.6%	-0.8%
COC(=O)[C@H]1C[C@@H]1[C@H](NS(=O)(=O)c1ccc(-c2ccccc2)cc1)c1ccccc1	-8.7%	34.1%[activator]	-5.0%
COCOc1cc(OC)ccc1C(=O)/C=C\c1ccc2c(c1)OCO2	-2.9%[12.4 µM]	-14.8%[15.3 µM]	17.8%[12.4 µM]
COC(=O)NC(c1ccco1)C(C(C)=O)C(=O)OC (stereo not given)	-2.4%[12.4 µM]	-3.7%[15.3 µM]	9.5%[12.4 µM]
CCOC(=O)C1=NO[C@@]2(C=C(Br)C3(OCCCO3)[C@H]3O[C@H]32)C1	4.7%[12.4 µM]	6.7%[15.3 µM]	-3.8%[12.4 µM]
O=C1CCCC=C1[C@@H](O)CCOC(c1ccccc1)(c1ccccc1)c1ccccc1	-4.9%	7.0%[15.3 µM]	-1.3%
Cc1ccc(S(=O)(=O)Nc2ccc(NS(=O)(=O)c3ccc(C)cc3)c3ncccc23)cc1	-4.3%	-7.5%	-6.8%
CCC(=O)[C@]12O[C@@]3(C4C(=O)OCCC41)N(Cc1ccccc1)C(C)=C(C(=O)OC)C(c1ccccc1)N3C2=O (stereo not given in full)	1.1%[12.4 µM]	-7.5%[15.3 µM]	14.1%[12.4 µM]
OCC1OC(c2ccc3c(c2)OCO3)C=CC1Oc1ccc(C2CCCC2)cc1 (stereo not given)	0.3%[12.4 µM]	-6.3%[15.3 µM]	-9.2%[12.4 µM]
COC(=O)/C=C\CCc1coc(/C=C\CNC(=O)OC)n1	0.9%[12.4 µM]	6.1%[15.3 µM]	21.6%[12.4 µM]
COc1ccc(-c2cnnc(CCCn3ccnc3-c3ccccc3)n2)cc1	0.4%[12.4 µM]	-9.5%[15.3 µM]	-1.2%[12.4 µM]
O=C(NCc1cccc2ccccc12)[C@H]1C[C@@H]1[C@H](NP(=O)(c1ccccc1)c1ccccc1)c1ccccc1	-9.0%	?	0.3%
COc1ccc(C2=Nn3c(nnc3-c3ccccc3O)SC2)c(OC)c1	-3.1%	-20.4%	-3.2%
COC(=O)[C@@]1(Cc2ccccc2)[C@H]2c3cc(C(=O)N(C)C)n(Cc4ccsc4Br)c3C[C@H]2CN1C(=O)c1ccccc1	-8.5%	5.1%	-3.1%
CC(C)CO/N=C1/C[C@@H](O)[C@@H](O)[C@@H]2[C@@H]3C(=O)N(Cc4ccc5c(c4)OCO5)C(=O)[C@H]3CC[C@@H]12	7.3%[12.4 µM]	-1.5%[15.3 µM]	16.7%[12.4 µM]
C=CC[C@@H]1C=C[C@@H](O/N=C\[C@@H](NS(=O)(=O)c2ccc(C)cc2)[C@H](C)/C=C\CC(=O)OC)[C@@H](CO)O1	2.5%[12.4 µM]	-7.1%[15.3 µM]	22.8%[12.4 µM]
CCOC(=O)OCC1OC(c2ccccc2)C=CC1Oc1ccc2oc(=O)cc(C)c2c1 (stereo not given)	-1.2%[12.4 µM]	6.5%[15.3 µM]	?
COCCNc1nc(C)nc2c1nc(-c1ccccc1)n2CCN(C)C	-2.2%	-2.7%	-4.2%
CC(C)c1cccc2nc3c(c(C(C)(C)C)c12)Cn1c-3cccc1=O	-3.8%	78.9%[activator]	?
COc1ccc(/C=C/N(CCc2ccc(OC)c(OC)c2)C(=O)c2ccccn2)cc1	0.2%[12.4 µM]	-17.4%[15.3 µM]	?
